Source: PubChem BioAssay
Shiga inhibitor: blocks Shiga toxin action in Vero cells; Vero cells, Shiga toxin protein synthesis inhibition reporter; inhibition, % at 38.7 µM; actives 9.2% (n = 290,000); in the data active means inhibition mostly above about 28%, no sharp cut-off; inactive means mostly below about 43%; further: 0% is about no effect
FBPA Giardia inh: inhibitors of Giardia lamblia fructose-1,6-bisphosphate aldolase. A8B2U2. actives 0.71% (n = 290,000). Potency, µM (series often up to 59.6 µM), for the others: at the top dose activity, negative = inhibition, actives largely listed as inhibitors. AID 2451. purified Giardia FBPA; further: potency means the concentration at half of the fitted maximal effect; on the % scale 0 is the no-effect control and ±100 the full control effect; nearly all actives have a fitted effect of over 55% in size
Target sequence (A8B2U2 whole entry, looked up): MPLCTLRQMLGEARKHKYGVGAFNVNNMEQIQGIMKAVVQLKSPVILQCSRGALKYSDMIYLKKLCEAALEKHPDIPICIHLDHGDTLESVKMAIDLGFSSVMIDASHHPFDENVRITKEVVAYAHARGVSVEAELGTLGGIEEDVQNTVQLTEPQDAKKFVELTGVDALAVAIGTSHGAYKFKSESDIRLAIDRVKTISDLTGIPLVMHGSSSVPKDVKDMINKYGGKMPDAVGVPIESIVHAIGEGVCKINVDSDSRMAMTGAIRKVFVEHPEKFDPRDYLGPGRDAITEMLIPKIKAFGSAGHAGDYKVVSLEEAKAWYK
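40 nM FBPA preincubated 10 min at RT with compound (up to 57.5 uM final), then substrate plus GAPDH/TPI/NAD/arsenate coupling and diaphorase/resazurin added. Fluorescence read after 20 min at RT, 525/598 nm.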
HCV inh: blocks hepatitis C virus; Huh7.5.1 HCVcc-Cre infection, luciferase reporter, 44 h; Potency, µM (top dose mostly 41.8 µM), for the others: top-dose activity change, negative = inhibition, most hits filed as inhibitors; actives 3.4% (n = 340,000); AID 651820; further: potency means the concentration at half of the fitted maximal effect; on the % scale 0 is the no-effect control and ±100 the full control effect
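HCVcc-Cre virus at an moi near 0.5 was added right after compound to cells cultured 4 h from seeding (1,000 cells/well). Luciferase activity was determined 44 h later, 15 min after substrate addition at RT.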
Pf growth 48h: inhibits P. falciparum growth in the first generation, 48 h | actives 5.9% (n = 310,000) | AID 504832 | P. falciparum luciferase growth in erythrocytes, 48 h | Potency, µM (top dose mostly 28.7 µM), inactives show at the highest dose activity change, negative = inhibition, actives largely listed as inhibitors; further: potency means the concentration at half of the fitted maximal effect; on the % scale 0 is the no-effect control and ±100 the full control effect
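A one-generation exposure of luciferase-tagged malaria parasites in RPMI 1640/Albumax erythrocyte culture, 37 C and 5% CO2. Inhibition is inferred from decreased luminescence after adding detection reagent.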
Pf growth 96h: P. falciparum growth inhibition at 96 hours; actives 6.9% (n = 320,000); Potency, µM (doses to about 28.7 µM), for inactives: at the highest dose activity change, negative = inhibition, actives largely listed as inhibitors; P. falciparum luciferase reporter growth, 96 h; further: potency means the concentration at half of the fitted maximal effect; on the % scale 0 is the no-effect control and ±100 the full control effect
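Luminescence readout: decreased luciferase signal marks inhibited growth of reporter-expressing P. falciparum in infected red cells (2% hematocrit, 0.05% parasitemia final), exposed to compound two generations (96 h, 37 C, 5% CO2).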
CHX counter: affects cycloheximide protein synthesis inhibition readout, counter-screen; cell reporter, cycloheximide protein synthesis inhibition counterscreen; max response, %; actives 12% (n = 300,000); AID 2314; in the data active means max response mostly above about 13%, no sharp cut-off; inactive means mostly below about 14%; further: read at 38.3 µM for the half of the compounds with a filed dose; 0% is about no effect
* hit, by the source's call; ? = inconclusive; nt = no result given; & = joins results of further samples; [ ] = another dose, or the depositor's remark. Unless noted, the call rests on the fitted dose curve; in most records, active means well fitted curve in the direction sought with a large enough effect; inconclusive means small, poorly fitted or top-dose-only effect, or another doubt; inactive means no such curve, though single readings can be large; an effect the other way counts as inactive or inconclusive. Random draw from the library. About 24% of those tested had a hit in this group.

SMILES | Shiga inhibitor | FBPA Giardia inh | HCV inh | Pf growth 48h | Pf growth 96h | CHX counter
Cc1cc(C)cc(NC(=O)c2ccc([N+](=O)[O-])o2)c1 | 35.3* | -26.0% | ? | 13.1µM* | ? | 34.0*
CCOc1cc(NC(=S)NCCCN2CCOCC2)c(OCC)cc1NC(=O)CC(C)C | -22.4 | -5.6% | 21.1% | 14.6% | 335.5%[activator] | -3.4
O=C(CCCc1ccccc1)NCCS(=O)(=O)N1CCN(c2ccccc2F)CC1 | nt | nt | -5.3% | 2.1% | 8.7% | nt
CC(=O)Nc1ccc(-n2c(C)c(C(C)=O)c(C(C)=O)c2C)cc1 | -23.4 | 3.7% | -15.5% | -10.7% | ? | -3.4
COc1ccccc1N(CCC#N)C(=O)CSc1ccc2c(c1)OCCO2 | -11.9 | 1.6% | 8.2% | -14.0% | ? | 2.9
CCc1noc(C)c1C(=O)NNC(=O)c1ccc(F)cc1 | nt | nt | 2.1% | -3.0% | 12.7% | nt
CCN(CCNc1ccc(Cl)cc1[N+](=O)[O-])C(=O)c1cc([N+](=O)[O-])c(N(C)C)cc1OC | -14.2 | -1.5% | ? | ? | -27.9% | 11.2
Cc1ccc(C)c(N(CC(N)=O)S(C)(=O)=O)c1 | -10.3 | 5.5% | 0.6% | 2.2% | nt | -1.9
COc1ccc(NC(=O)N2CCCC(c3ccccc3)C2)cc1 (stereo unspecified) | 46.9 | -26.3% | -6.1% | -28.5% | 2.08µM* | 17.0*
O=C(Nc1ccc(S(=O)(=O)Nc2ccccn2)cc1)c1ccccc1 | -16.3 | nt | 4.1% | 16.3% | ? | -3.7
COc1ccc(NC(=O)CC2C(=O)N(c3ccc(Cl)cc3)C(=S)N2NC(=O)c2cccc(F)c2)cc1 (stereo unspecified) | 13.0 | -6.7% | -1.2% | 19.7% | 54.8%[activator] | 16.4*
COc1cc(O)c(C(CC(=O)N2CCCC(C)C2)c2cc(OC)c(OC)c(OC)c2)c(OC)c1 (stereo unspecified) | 3.1&18.5 | -29.6%&-27.0% | 19.1%[8.37 µM] | ? | ? | 5.4&-4.6
CCNC(=S)NNC(=O)c1ccc2ncccc2c1 | 38.0 | -8.5% | -4.6% | 27.0% | 36.3%[activator] | 23.2
c1ccc(Oc2cc(-n3cccn3)ncn2)cc1 | 73.6* | -0.9% | 6.3% | 211.1%[activator] | nt | 53.7*
COc1cccc(-n2cnc3c(sc4nc(N5CCOCC5)c5c(c43)CCCC5)c2=O)c1 | -16.1 | 1.5% | -2.4% | 26.7% | 85.5%[activator] | 4.1
CC(=O)N(C)c1ccc(N=NC2C(=O)N(C(N)=S)N=C2C)cc1 (stereo unspecified) | 37.9 | ? | -17.6% | 0.0% | -5.0% | 15.9
Cc1ccccc1C(=O)NC(=S)Nc1sc2c(c1C#N)CCC(C)C2 (stereo unspecified) | 28.3 | -10.7% | 13.6% | 53.7%[activator] | 14.3% | -3.2
CC(/C=N/NC(=O)c1cccs1)=C\c1ccco1 | 128.1* | ? | -21.3% | 78.0%[activator] | ? | 58.5*
CC(C)(C)n1nc2c(c1NC(=O)c1ccc([N+](=O)[O-])cc1)CS(=O)(=O)C2 | 15.0 | 7.4% | 19.7% | 25.0% | 8.28µM* | 4.0
CC(C)n1cnc2c(N(C)c3ccccc3)nc(N(CCN(C)C)Cc3ccccc3)nc21 | -8.1 | -2.4% | ? | 4.65µM* | 0.928µM* | -9.4
O=C(O)c1ccccc1-c1ccccc1C(=O)Nc1cccc(-c2nc3ccccc3o2)c1 | -6.3 | 29.3% | 8.9% | 8.3% | 46.0%[activator] | -0.9
COCCn1c(SCC(=O)Nc2ccc(F)cc2)nc2c([nH]c3ccccc32)c1=O | -8.0 | 2.4% | 17.1% | ? | 3.29µM* | -1.2
O=C(CSC1=NS(=O)(=O)c2cc(F)ccc2N1)Nc1ccc(F)cc1 | nt | nt | 22.3% | -13.3% | 9.9% | nt
CCN(CC(=O)Nc1c(F)cccc1F)C(=O)CNC(=O)COc1ccccc1 | nt | nt | 3.5% | 1.9% | 21.5% | nt
Cc1ccc(NC(=O)CCN2C(=O)c3ccccc3C2=O)cc1 | 4.7 | 3.8% | 19.9% | 3.2% | 11.7µM* | 12.1

Copied from the list.
O=C(CCCc1ccccc1)NCCS(=O)(=O)N1CCN(c2ccccc2F)CC1 – HCV inh = -5.3%
Cc1ccc(NC(=O)CCN2C(=O)c3ccccc3C2=O)cc1 – FBPA Giardia inh = 3.8%
c1ccc(Oc2cc(-n3cccn3)ncn2)cc1 – CHX counter = 53.7*

Remaining list, next part:
SMILES | Shiga inhibitor | FBPA Giardia inh | HCV inh | Pf growth 48h | Pf growth 96h | CHX counter
CC(=O)c1ccc(NC(=S)NCC(c2ccco2)N2CCCC2)cc1 (stereo unspecified) | 55.3 | -0.4% | 8.2% | ? | ? | 4.8
Cn1c(=O)c(C(=O)Nc2ccccc2S(N)(=O)=O)c(O)c2ccccc21 | 22.2 | -12.5% | 8.3% | 19.8% | 55.3%[activator] | 13.0*
O=C(NCc1cccnc1)c1cnc2n(c1=O)CCS2 | 9.8 | 6.3% | -8.0% | -2.1% | nt | 3.3
CCCCCCn1c(=O)[nH]c2c(c1=O)CCC2 | 12.0 | -1.5% | -5.1% | 4.3% | 16.2% | 3.7
COC(=O)c1cc(S(=O)(=O)NCCN2CCN(c3ccccc3F)CC2)c[nH]1 | 19.0 | -0.9% | 1.4% | -13.8% | -14.2% | 5.5
COc1cccc(N=Nc2c(N)[nH][nH]c2=O)c1 | 59.3* | -0.9% | ? | 148.5%[activator] | 161.9%[activator] | 54.6*
O=C1CC(c2ccc(Cl)c([N+](=O)[O-])c2)c2ccc3ccccc3c2N1 (stereo unspecified) | -7.3 | 3.2% | ? | ? | 0.0% | -5.9
COC(=O)c1ccc(N=Cc2c(C(F)(F)F)[nH][nH]c2=O)cc1 | 7.7 | -0.5% | -10.7% | 34.1%[activator] | 43.8%[activator] | -3.5
O=C1c2ccccc2CC1Sc1nnc(-c2ccncc2)o1 (stereo unspecified) | 25.0 | -4.8% | 14.3% | 6.1% | 3.9% | 12.0
Cn1c(SCC(=O)NC2CCCC2)nnc1-c1ccc(S(=O)(=O)N2CCOCC2)cc1 | 6.2 | 2.0% | 1.5%&12.6% | -7.8% | ? | 3.2
COc1ccc(NC(=S)c2ccccc2)cc1 | 71.3* | -5.6% | 2.2% | 115.8%[activator] | 66.9%[activator] | 53.4*
Cc1cccc(NC(=O)CCC2CCN(C(=O)c3ccc(C)s3)CC2)c1 | 13.6 | nt | ? | ? | ? | 22.4*
COc1cccc(N(CC(=O)N2CCCC2)S(C)(=O)=O)c1 | nt | -14.2% | -2.4% | 20.7% | ? | -3.1
COc1cc2[nH]c(=O)n(CCC(=O)N3CCC(N4CCCCC4)CC3)c(=O)c2cc1OC | -3.9 | -5.2% | 12.4% | 0.5% | ? | -2.7
CCn1c(/C=C/c2cccc([N+](=O)[O-])c2)nc2ccccc2c1=O | -2.7 | 5.7% | 9.7% | ? | 0.0% | -2.8
COCC1CCCN(C(=O)c2ccc3nc(Cc4cccc(Cl)c4)oc3c2)C1 (stereo unspecified) | 89.4* | nt | -15.7% | 1.3% | 33.6%[activator] | 42.3*
CCCOc1ccc(-c2c(C(=O)N/N=C/c3ccc(C)o3)nnn2-c2nonc2N)cc1 | 13.0 | nt | ? | 0.5% | ? | -3.9
O=C(COc1ccc(Cl)cc1)NCCNC(=O)c1cnccn1 | -8.2 | 6.8% | -9.9% | 19.6% | ? | -1.5
O=C(c1cccc2ccccc12)N1CCN(CC2CC=CCC2)CC1 (stereo unspecified) | -13.1 | ? | ? | -18.4% | 8.4% | -6.3
CC1(C)Cc2c(cnn2-c2ccccc2)C(NC(=O)CCN2CCCC2=O)C1 (stereo unspecified) | -3.8 | 3.5% | -20.0% | 10.3% | 14.7µM* | 9.7
O=c1c2ccccc2ncn1-c1ccc([N+](=O)[O-])c(C(F)(F)F)c1 | 1.8 | 1.9% | -1.8% | 35.3%[activator] | 17.4% | -2.3
Cc1ccc(C(=O)/C=C/c2c(C)nn(-c3ccccc3)c2Cl)cc1 | 45.2* | -28.8% | -10.1% | nt | ? | 37.8*
O=C(Nc1ccccc1-c1nc2ccccc2[nH]c1=O)c1cccs1 | -5.1 | 2.0% | -1.9% | 14.3% | -24.4% | 0.9
CCCCc1ccc(-c2csc(/C(C#N)=C\c3ccco3)n2)cc1 | -3.6 | -0.2% | -18.3% | 26.3% | 8.7% | -1.7
CCCc1cc(=O)oc2cc(OCC(=O)NCCCN3CCOCC3)c(Cl)cc12 | -4.0 | nt | -22.7% | 6.2% | ? | 0.7

One compound at a time, as listed above:
`O=C1CC(c2ccc(Cl)c([N+](=O)[O-])c2)c2ccc3ccccc3c2N1` (stereo unspecified) is listed as Shiga inhibitor = -7.3; FBPA Giardia inh = 3.2%; HCV inh = ?; Pf growth 48h = ?; Pf growth 96h = 0.0%; CHX counter = -5.9
`COC(=O)c1ccc(N=Cc2c(C(F)(F)F)[nH][nH]c2=O)cc1` is listed as Shiga inhibitor = 7.7; FBPA Giardia inh = -0.5%; HCV inh = -10.7%; Pf growth 48h = 34.1%[activator]; Pf growth 96h = 43.8%[activator]; CHX counter = -3.5

Next results.
SMILES | Shiga inhibitor | FBPA Giardia inh | HCV inh | Pf growth 48h | Pf growth 96h | CHX counter
CNC(=O)C1(C(F)(F)F)C/C(=C/CCO)CCCO1 (stereo unspecified) | 0.4 | -0.6% | nt | nt | nt | 0.8
CC(C(=O)NCCS(=O)(=O)c1ccc(Cl)cc1)S(=O)(=O)c1ccc(Cl)cc1 (stereo unspecified) | -2.7 | 0.0% | ? | 2.2% | -1.8% | -1.3
COc1ccccc1/C=N/NC(=O)CCn1cnc2ccccc21 | -4.3 | -28.3% | 2.5% | 0.8% | 2.4% | -1.1
CN=c1scc(-c2ccc([N+](=O)[O-])cc2)n1/N=C/c1ccco1 | 90.9* | 3.2% | 11.6% | 338.5%[activator] | nt | 27.1*
CC(=O)Nc1ccc(CN2CCCC(CO)(Cc3cccc(Cl)c3)C2)cc1 (stereo unspecified) | -8.4 | -1.0% | -24.2% | ? | -23.0% | -2.9
Cc1cc(NC(=O)/C=C/c2ccc(F)cc2)n(-c2nc3ccccc3[nH]2)n1 | 12.1 | -7.1% | ? | ? | -49.8% | 8.8
COc1ccccc1Oc1cn[nH]c1-c1ccc(OCC(=O)NN)cc1O | -4.3 | 9.1% | 10.0% | 8.1%[0.00184 µM] | ? | -4.9
O=C(NC1CCCC1)C(c1ccccc1F)N(C(=O)c1csnn1)c1ccccc1 (stereo unspecified) | -2.8 | 1.1% | -0.5% | 1.6% | 16.2% | -3.7
O=C(CCl)NCCNC(=O)c1cc(OCC(F)(F)F)ccc1OCC(F)(F)F | -6.3 | 1.0% | 22.4µM* | ? | ? | 5.1
CCc1nccc2c1[nH]c1ccccc12 | nt | nt | 11.2µM* | 0.1% | ? | nt
CCCCn1c(N)c(N(CC(C)C)C(=O)CC(NC(=O)c2ccccc2)c2ccccc2)c(=O)[nH]c1=O (stereo unspecified) | nt | nt | -15.8% | ? | ? | nt
COC(=O)c1cc(C(=O)OC)n(Cc2ccc(F)cc2)c1C | -4.6 | -2.0% | 15.6% | -8.6% | ? | -3.6
CCC1(CCCC(=O)c2ccc(F)cc2)C(=O)NC(=S)NC1=O | -2.5 | -18.6% | 28.4% | 1.7% | 15.9% | 5.3
COC(=O)Cn1c(=NC(=O)c2ccc(Cl)s2)sc2cc(F)ccc21 | 9.3 | 2.6% | -7.3% | 34.0%[activator] | 77.2%[activator] | 11.5
